Screening data deposited in PubChem BioAssay by National Center for Advancing Translational Sciences (NCATS).
HCV inh: HCV inhibition; AID 651820; Huh7.5.1 HCVcc-Cre infection, luciferase reporter, 44 h; Potency, µM (doses to about 41.8 µM), inactives show top-dose activity change, negative = inhibition, usual class: inhibitors; 340,000 tested, 3.4% active; further: potency means the concentration at half of the fitted maximal effect
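Compounds are dispensed onto cells plated 4 h earlier at 1,000 per well, with HCVcc-Cre virus (about 0.5 moi) added next. Following 44 h of culture, luminescent signal is measured for 15 sec after 15 min with substrate at room temperature.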
AMA1 RON2 block: inhibitors of Plasmodium falciparum AMA1-RON2 interaction; AlphaScreen AMA1-biotinylated RON2 peptide binding; 360,000 tested, 0.2% active; AID 720542; Potency, µM (highest dose often 58.2 µM), for inactives: at the highest dose activity change, negative = inhibition, hits mostly inhibitors;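 further: potency means the concentration at half of the fitted maximal effect; 0% = vehicle wells and -100% = peptide control; nearly all actives have a fitted effect of over 45% in size; some results filed as inactive show a strong effect at the top dose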
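AMA1 (3D7) with his tag at 25 nM final met compounds first, then biotinylated RON2 peptide at 25 nM; detection used donor plus acceptor beads, 10 µg/mL apiece, read by AlphaScreen after 30 min at room temperature.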
AmpC detergent: blocks E. coli AmpC beta-lactamase in detergent assay. AmpC hydrolysis of nitrocefin, absorbance 480 nm, 0.01% Triton. Potency, µM (highest dose often 114 µM), without a hit: at the highest dose activity change, negative = inhibition, usual class: inhibitors. 370,000 tested, 0.041% active;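 further: potency means the concentration at half of the fitted maximal effect; 0% = no-compound wells and -100% = no-enzyme wells; nearly all actives have a fitted effect of over 25% in size; some results filed as inactive show a strong effect at the top dose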
Target sequence (P00811 whole entry, looked up): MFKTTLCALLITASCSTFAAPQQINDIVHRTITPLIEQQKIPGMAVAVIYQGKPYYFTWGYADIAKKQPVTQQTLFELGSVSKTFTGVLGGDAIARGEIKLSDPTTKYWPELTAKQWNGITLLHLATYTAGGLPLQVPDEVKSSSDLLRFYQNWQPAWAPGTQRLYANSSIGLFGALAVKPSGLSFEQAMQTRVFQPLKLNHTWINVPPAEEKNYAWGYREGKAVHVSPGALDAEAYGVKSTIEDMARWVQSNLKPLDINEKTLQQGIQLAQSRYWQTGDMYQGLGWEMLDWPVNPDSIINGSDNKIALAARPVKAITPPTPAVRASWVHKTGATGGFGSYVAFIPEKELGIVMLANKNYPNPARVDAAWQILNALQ
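20 mM phosphate pH 7.0 + 0.01% (detergent screen) or 0.0001% Triton X-100; 5.3 nM AmpC reagent; cpd preinc 15 min RT; nitrocefin (800 uM stock) to start; A480 q20 s × 4 min; Activity was normalised to no-enzyme and no-compound control wells.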
HCMV inh: inhibitors of human cytomegalovirus; activity change, negative = inhibition, % at 57.5 µM; 410,000 tested, 4.5% active; HFF cells, HCMV-luciferase reporter, 72 h; active compounds read low; in the data active means activity change below about -60%; inconclusive means no clear call, values can overlap the other calls; inactive means above about -39%
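Compounds were evaluated in HFFs infected with an HCMV luciferase reporter virus (MOI 1 PFU/cell). Luciferase in lysates collected 72 h post infection served as the replication measure.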
Sm TGR block: S. mansoni TGR enzyme inhibition | 360,000 tested, 3% active | Q962Y6 | AID 485364 | Potency, µM (series often up to 114 µM), for inactives: top-dose activity change, negative = inhibition, usual class: inhibitors | purified TGR, DTNB reduction, TNB absorbance 405 nm; further: potency means the concentration at half of the fitted maximal effect; nearly all actives have a fitted effect of over 60% in size
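Kinetic colorimetric format: TGR-catalysed, NADPH-driven DTNB reduction monitored via TNB absorbance. Enzyme dispensed at 20 nM; compound exposure 15 min at room temperature before reaction start.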
Giardia FBPA inh: blocks Giardia fructose-bisphosphate aldolase activity; A8B2U2; purified Giardia FBPA; Potency, µM (highest dose often 59.6 µM), inactives show at the top dose activity, negative = inhibition, actives largely listed as inhibitors; 290,000 tested, 0.71% active; AID 2451; further: potency means the concentration at half of the fitted maximal effect; nearly all actives have a fitted effect of over 55% in size
Target sequence (A8B2U2 whole entry, looked up): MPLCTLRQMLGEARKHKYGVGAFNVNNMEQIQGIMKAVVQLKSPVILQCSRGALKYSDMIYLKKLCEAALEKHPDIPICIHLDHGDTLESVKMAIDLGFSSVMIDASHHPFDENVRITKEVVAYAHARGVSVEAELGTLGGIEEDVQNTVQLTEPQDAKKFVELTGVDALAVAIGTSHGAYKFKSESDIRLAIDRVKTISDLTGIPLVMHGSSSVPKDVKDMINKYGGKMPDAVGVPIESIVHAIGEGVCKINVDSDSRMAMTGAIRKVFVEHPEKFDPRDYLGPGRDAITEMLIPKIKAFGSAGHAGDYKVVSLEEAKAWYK
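40 nM FBPA preincubated 10 min at RT with compound (up to 57.5 uM final), then substrate plus GAPDH/TPI/NAD/arsenate coupling and diaphorase/resazurin added. Fluorescence read after 20 min at RT, 525/598 nm.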
* = called active by the depositor; ? = inconclusive; nt = not tested or not shown; & = joins results of further samples; [ ] = dose if it differs, or a comment. Unless noted, the call rests on the fitted dose curve; in most records, active means well fitted curve in the direction sought with a large enough effect; inconclusive means small, poorly fitted or top-dose-only effect, or another doubt; inactive means no such curve, though single readings can be large; an effect the other way counts as inactive or inconclusive. Unless noted, on the % scale 0 is the no-effect control and ±100 the full control effect.

The opening 4 entries, to show the layout:
smiles,AmpC detergent,Sm TGR block,HCMV inh,Giardia FBPA inh,HCV inh,AMA1 RON2 block
CN(Cc1ccccc1)C(=O)COC(=O)c1ccc(Br)c(S(=O)(=O)N2CCOCC2)c1,nt,nt,-13,nt,-12%,-6%
COc1cc(OC)c(N(C)C(=O)CSc2c3c(nc4ccc(Cl)cc24)CCCC3)cc1Cl,3%,-4%,-32,nt,nt,nt
O=C(CSc1nncn1-c1ccccc1)Nc1cc(Cl)cc(Cl)c1,-14%,-4%,43,3%,9%,4%
COC(=O)c1cc(-c2ccccc2)c2c(=O)n(C)c(=O)n(C)c2n1,-5%,0%,nt,3%,nt,nt

This part in full, repeating the preview:
smiles,AmpC detergent,Sm TGR block,HCMV inh,Giardia FBPA inh,HCV inh,AMA1 RON2 block
CN(Cc1ccccc1)C(=O)COC(=O)c1ccc(Br)c(S(=O)(=O)N2CCOCC2)c1,nt,nt,-13,nt,-12%,-6%
COc1cc(OC)c(N(C)C(=O)CSc2c3c(nc4ccc(Cl)cc24)CCCC3)cc1Cl,3%,-4%,-32,nt,nt,nt
O=C(CSc1nncn1-c1ccccc1)Nc1cc(Cl)cc(Cl)c1,-14%,-4%,43,3%,9%,4%
COC(=O)c1cc(-c2ccccc2)c2c(=O)n(C)c(=O)n(C)c2n1,-5%,0%,nt,3%,nt,nt
CCOc1ccccc1CNC(=O)c1nc(-c2ccc(Cl)cc2)n2c1CCCCC2,2%,-3%,5,nt,nt,nt
Cn1cccc1/C=N/N1CCN(Cc2cccc3ccccc23)CC1,5%,?,4,-13%,?,20µM*
CC(=O)N(C(C)=O)c1nc(-c2ccccc2)cn1/N=C/c1ccccc1,2%,-24%,10,-26%,-9%,3%
O=C1N=c2ccccc2=C1c1sc(Nc2ccc(O)cc2)nc1O,?,1%,-34,?,-8%,-20%
COC(=O)[C@H](C)NC(=O)Nc1ccc(C)c(C)c1,?,0%,-4,4%,-1%,-15%
COC(=O)N/N=C\c1ccc(OC(=O)c2ccco2)cc1,-14%,0%,-17,0%,9%,-10%
CC(=O)c1cc2c(cc1NC(=O)c1ccco1)OCCO2,4%,2%,20,-5%,-23%,15%
COc1ccc(OCC(=O)Nc2nccs2)cc1,?,31%,20,1%,13%,2%
CC(=O)N/C(=C/c1cccnc1)C(=O)Nc1ccc(Cl)cc1,-5%,-8%,22,nt,-7%,19%
COc1cccc(C(=O)N/N=C/c2ccc(Oc3ccc([N+](=O)[O-])cn3)c(OC)c2)c1,-1%,2%,-36,1%,10µM*,33%[activator]
COc1ccc(-c2nnc(SCc3ncc(-c4ccccc4)o3)o2)cc1,?,40µM*,-15,22%,2%,0%
COc1ccc(-n2nc([N+](=O)[O-])c(=NCCc3ccc(Cl)cc3)n2O)cc1,-8%,-34%,15,1%,-2%,-15%
Cc1onc(-c2ccccc2)c1C(=O)Nc1ccc(S(=O)(=O)N2CCCC2)cc1,-1%,3%,20,-8%,-28%,10%
COc1ccc2[nH]c(=O)c(CN(Cc3cccs3)Cc3nnnn3C(C)(C)C)cc2c1,4%,3%,-67*,-24%,-15%&-18%,-1%
O=C(COc1ccc(F)cc1)NCc1ccc2c(c1)CCN2C(=O)c1ccc(F)cc1,1%,1%,12,nt,nt,nt
CCCCCOC(=O)Cn1c(SCC(=O)Nc2ccccc2)nc2c1c(=O)[nH]c(=O)n2C,?,-7%,-15,6%,-10%,-2%
C=CCN1CC2CC3(COc4cc(C)cc(C)c4)C=CC2(O3)C1=O (centres undefined),-9%,0%,-3,-2%,6%,8%
O=C(NC1=NC2CCCCC2N1)c1ccccc1 (centres undefined),5%,-4%,-6,4%,19%,2%
COc1ccc(CNS(=O)(=O)c2ccc3c(c2)CCN3C(=O)C2CCC2)cc1,0%,-2%,?,15%,?,-6%
CCC(C)(C)NC(=O)c1cc([N+](=O)[O-])ccc1N1CCOCC1,?,3%,9,2%,18%,6%
O=C(COC(=O)c1ccccc1Br)NC1CCCCCCC1,nt,nt,-15,nt,15%,-8%
O=C(O)c1ccc(CSCc2ccccc2F)o1,?,-3%,14,?,-3%,-5%
Cc1cc(/C([O-])=C(/C(=S)Nc2ccccc2)[n+]2ccccc2)c(C)n1-c1ccccc1,-11%,-22%,-24,-30%,-20%,8%
O=C(c1cccc(S(=O)(=O)N2CCOCC2)c1)N(Cc1ccco1)Cc1cccs1,?,-9%,-34,nt,-16%,-1%
O=C(COC(=O)c1cncc(Br)c1)NCc1cccs1,nt,nt,1,nt,5%,0%
CCCCn1c(SCC(=O)NCc2ccco2)nc2ccc(N3CCOCC3)cc2c1=O,-9%,28µM*,?,?,?,43%[activator]
O=C(NCCN1CCOCC1)c1ccc(Cl)c(S(=O)(=O)N2CCCCC2)c1,-11%,1%,-20,7%,nt,-2%
COc1cc(/C=N/Nc2cccc3cccnc23)cc(OC)c1O,-4%,-14%,7,-27%,22µM*,-10%
CCCC(=O)Nc1nc(C)c(-c2csc(Nc3ccccc3C)n2)s1,1%,4%,-14,-16%,-2%,43%[activator]
C=CC[C@@H](CC(=O)N[C@@H](CO)Cc1ccccc1)C(=O)N[C@H](COC(=O)[C@H](CC=C)CC(=O)OC(C)(C)C)Cc1ccccc1,nt,nt,16,nt,22%,-6%
CC(C)(C)c1[nH]nc2c1C(c1ccsc1)C(C#N)=C(N)O2 (centres undefined),2%,14%,19,6%,-7%,-1%
NS(=O)(=O)c1ccc(N/N=C/c2ccc(O)cc2O)c([N+](=O)[O-])c1,2%,-12%,-78*,2%,-28%,-6%
CCCCNC(=O)CSc1nnc(NC(C)=O)s1,?,-15%,?,0%,8%,1%
CC(C)c1ccc(NS(=O)(=O)c2ccc3c(c2)oc(=O)n3C)cc1,4%,-5%,-39,6%,-22%,0%
COc1ccc(CNC(=O)C2CCN(S(=O)(=O)Cc3ccccc3)CC2)cc1,1%,-25%,14,nt,nt,nt
COC(=O)c1cc(C(=O)CSc2nc(C)cc(C)n2)ccc1O,-7%,-13%,17,14%,8%,-5%
CCC1Oc2ccccc2N(CC(=O)NCCCN2CCN(Cc3ccccc3)CC2)C1=O (centres undefined),-6%,-11%,20,5%,?,2%
C/C(N)=C(/C#N)C(=O)COC(=O)C1=NN(c2ccccc2)C(=O)CC1,3%,-11%,36,8%,-1%,8%
O=C(OCC(=O)N1CCN(c2ccccc2)CC1)c1cc(Br)ccc1Cl,-4%,0%,-13,nt,10%,-27%
CN(C)C=Nc1ccccc1C1C=NNC1=O (centres undefined),-12%,-16%,nt,-11%,nt,nt
COc1ccc(NC(=O)NC(C)c2c(-n3cccc3)sc3c2CCN(C)C3)c(OC)c1 (centres undefined),-5%,-2%,8,nt,nt,nt
COc1ccc(C(=O)C2CCCN(C(=O)c3cnsn3)C2)c(C)c1 (centres undefined),4%,-11%,-22,5%,3%,-1%
CC(C)(CO)NCC(O)COc1ccc2c(c1)CCC2 (centres undefined),-1%,1%,26,-2%,-24%,7%
CCOC(=O)c1[nH]ncc1CN1CCCC(C(=O)c2cc(Cl)ccc2OC)C1 (centres undefined),0%,12%,2,8%,-6%,-2%
C[C@@]12CCC3[C@@](CCC4[C@@]3(C)CCC[C@@]4(C)C(=O)Nc3ccc(Cl)cc3)(CC1=O)C2 (some centres undefined),-2%,?,-35,nt,12%,-4%
COc1ccc(N=C2SC(CC(=O)Nc3ccccc3OC)C(=O)N2Cc2ccco2)cc1 (centres undefined),6%,50µM*,-34,-11%,?,0%
Cc1cc(NC(=O)CSc2nc3ccc(Cl)cc3[nH]2)no1,4%,-10%,-8,-13%,-3%,40%[activator]
COc1cc(/C=N/NC(N)=O)cc(Br)c1OCc1ccccc1C,3%,12%,-15,-4%,-25%,4%
CCc1ccccc1NC(=O)c1cnn(-c2ccc(F)cc2)c1C1CCNCC1,14%,2%,2,nt,nt,nt
CCOC(CCNC(=O)c1cc2c(=O)[nH]c3ccccc3c2s1)OCC,0%,1%,6,7%,-6%,-2%
CCCc1nc(SCC(=O)Nc2ccccc2)c2c(=O)n(C)c(=O)n(C)c2n1,-9%,7%,-21,2%,-22%,15%
CCCS(=O)(=O)c1c(S(=O)(=O)CCC)c2cc(CC)ccn2c1C(=O)OC,-13%,3%,-8,3%,?,?
COc1ccc(S(=O)(=O)N(C)C)cc1NC(=O)CCNC(=O)c1ccccc1OC,2%,11%,0,-1%,7%,-1%
Cc1ccc2[nH]c(=O)c(NC(N)=S)nc2c1,-2%,0%,-27,-1%,1%,49%[activator]
COc1cccc(/C=C/C(=O)NNC(=O)c2ccncc2)c1,-10%,0%,-25,nt,20%,139%[activator]
COC(=O)C1=C(c2ccc(F)cc2OCc2ccccc2)C[C@@H]2CC[C@H]1N2C(=O)NCc1ccc(C)cc1,-6%,-1%,-67*,nt,?,15%

Carrying on.
smiles,AmpC detergent,Sm TGR block,HCMV inh,Giardia FBPA inh,HCV inh,AMA1 RON2 block
Cc1cc(C)cc(OCc2nnc(N)s2)c1,0%,2%,9,0%,21%,9%
O=C(NC1CCCCCC1)c1ccc(CS(=O)(=O)Cc2ccc(F)cc2)o1,4%,2%,74,nt,2%,0%
COc1ccc(S(=O)(=O)N2CCC(C(=O)NCCc3ccccc3)CC2)cc1OC,-13%,3%,3,-5%,-2%,-7%
O=C(CCN1C(=O)/C(=C/c2ccc(Cl)cc2)SC1=S)NCCCn1ccnc1,-2%,5%,-6,nt,?,25%
O=C1CCC(c2ccc(-n3ccnc3)cc2)=NN1,nt,nt,?,-2%,14%,-10%
Cc1nc(-c2ccc(F)cc2)c(CC(=O)N2CCN(S(=O)(=O)c3cccc(Cl)c3)CC2)s1,-12%,?,-23,nt,-4%,5%
O=C(NCC(=O)N1CCCCCC1)c1ccc(Cl)cc1,-4%,13%,36,7%,2%,2%
CSCCC(NC(=O)COc1ccccc1)C(=O)NCC1COc2ccccc2O1 (centres undefined),3%,-9%,4,nt,-7%,-11%
O=C1C(=Cc2ccco2)CCCC1=Cc1ccco1,nt,nt,8,nt,-19%,?
CCc1ccc(C(C)(O)C(CN2CCOCC2)c2ccccc2)cc1 (centres undefined),-3%,0%,-38,-21%,0%,-2%
O=C(COC(=O)C1=COCCO1)NC1CCCCCCC1,10%,?,8,-1%,17%,21%
O=c1c2ccccc2cnn1Cc1n[nH]c(=S)n1C1CC2CCC1C2 (centres undefined),-5%,-8%,?,0%,?,63%[activator]
CCCCc1nc(C(N)=O)c2[nH]c(=O)n(-c3ccccc3F)c2n1,?,-33%,nt,-1%,4%,6%
CC(=O)Nc1ccc(NC(=O)C(C)OC(=O)CN(C)S(=O)(=O)c2ccc(Cl)cc2)cc1 (centres undefined),-10%,-22%,?,4%,1%,-1%
COc1ccccc1CNC(=O)CCC(=O)N1C[C@H]2C[C@@H](C1)c1cccc(=O)n1C2,-17%,-3%,-8,15%,-6%,4%
CC(C)(C)N(Cc1ccccc1)C(=O)CN1C(=O)c2ccccc2C1=O,0%,-11%,26,6%,7%,2%
